# TSHR antagonist = antagonists of human thyroid stimulating hormone receptor. P16473. TSHR-expressing cells, TSH-stimulated cAMP HTRF, 2 h; active compounds read low. activity change, negative = inhibition, % at 11.5 µM. 330,000 tested, 0.2% active;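 active = activity change below a set negative limit, meaning inhibition stronger than a set level, cut at about -70% in these data; inconclusive = activity change between two set negative limits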; also: % is scaled to controls: 0 for no effect and ±100 for the full control effect
#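 TSHR-expressing cells were treated with compounds, then stimulated with TSH at EC80 (4nM final) for 2 hours at 37 deg C. Cellular cAMP was measured by HTRF competition between lysate cAMP and cAMP-d2 for a cryptate-labelled anti-cAMP antibody.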
# a7 integrin act = activators of alpha7 integrin expression for muscular dystrophy | Potency, µM (doses to about 38.3 µM), without a hit: top-dose activation, hits mostly activators | 350,000 tested, 0.064% active | AID 624291 | alpha7betagal myoblasts, beta-gal FDG fluorescence, 48 h;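 also: potency is read from the fitted curve at half-maximal effect; 100% = response of the positive control SU9516; nearly all actives have a fitted effect of over 60% in size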
#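 Alpha7betagal+/- myoblasts (passage 13) were plated 16-24 hr, then exposed to compounds (1:260 dilution of DMSO stock) for 48 hours at 37C. After MPER lysis, β-galactosidase reporter activity was read as FDG fluorescence (ex 480/em 540) after 30 minutes.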
# Tb PFK inh = blocks T. brucei phosphofructokinase. T. brucei PFK, ADP-Glo luminescence. 330,000 tested, 0.17% active. O15648. Potency, µM (series often up to 57.5 µM), without a hit: top-dose activity, negative = inhibition, actives largely listed as inhibitors;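 also: potency is read from the fitted curve at half-maximal effect; 0% = uninhibited 1x PFK enzyme wells and -100% = no-enzyme wells; nearly all actives have a fitted effect of over 60% in size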
# Target sequence (O15648 whole entry, looked up): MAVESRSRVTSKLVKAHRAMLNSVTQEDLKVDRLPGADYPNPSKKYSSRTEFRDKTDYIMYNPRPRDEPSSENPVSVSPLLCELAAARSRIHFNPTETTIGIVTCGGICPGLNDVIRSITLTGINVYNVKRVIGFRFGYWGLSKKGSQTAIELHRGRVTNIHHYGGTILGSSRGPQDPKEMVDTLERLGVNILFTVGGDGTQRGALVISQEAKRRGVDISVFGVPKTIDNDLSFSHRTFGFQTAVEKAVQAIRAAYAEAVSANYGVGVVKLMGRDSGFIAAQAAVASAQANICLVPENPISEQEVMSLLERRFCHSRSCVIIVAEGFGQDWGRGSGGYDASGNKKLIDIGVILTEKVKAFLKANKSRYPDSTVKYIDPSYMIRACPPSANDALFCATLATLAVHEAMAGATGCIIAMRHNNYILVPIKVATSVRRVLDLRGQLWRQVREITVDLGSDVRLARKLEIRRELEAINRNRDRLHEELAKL
#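 In TEA buffer at pH 8.0 with 5 mM MgCl2, enzyme (1.25 nM) converted F6P (0.5 mM) and ATP (0.1 mM) for 45 min at room temperature. ADP product was read by luciferase luminescence.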
# BCR signal inh = inhibitors of chronic active B-cell receptor signaling | ABC-DLBCL IkBa-CBG/CBR reporter, luminescence ratio, 4 h | Potency, µM (doses to about 46.1 µM), for inactives: at the highest dose ratio change, negative = lower green/red ratio, usual class: inhibitors | 340,000 tested, 0.05% active | AID 493014; active = well fitted inhibition curve with a large enough effect in the signal ratio, with a control signal flat, not every such curve was filed as active; inconclusive = small, poorly fitted or top-dose-only effect, or effect the other way, or a change in a side signal; the % refers to the signal ratio;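 also: potency is read from the fitted curve at half-maximal effect; plate controls were basal doxycycline-induced cells for no effect and cells given 10 µM MG132 for full effect; MG132 reads +100%, hits lower the ratio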
#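 TMD8 human ABC-DLBCL cells with doxycycline-inducible IκBα–green luciferase fusion and unfused red luciferase, in 0.5% FBS medium; compounds up to 46 uM, 4 h at 37C. Green/red luminescence ratio, filter-overlap corrected, fitted to concentration-response curves.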
# Mito fusion act = inhibitors of mitochondrial division or activators of mitochondrial fusion. S. cerevisiae fusion-defective mutant growth rescue, CellTiterGlo 48 h. Potency, µM (highest dose often 46.1 µM), inactives show at the top dose growth rescue (activation), hits mostly activators. 320,000 tested, 0.23% active;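 also: potency is read from the fitted curve at half-maximal effect; % of control where 0% means no effect; nearly all actives have a fitted effect of over 45% in size; temperature-sensitive fusion mutants such as fzo1-1 at 37 °C on non-fermentable ethanol glycerol medium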
#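 Temperature-sensitive fusion-defective S. cerevisiae (e.g. fzo1-1, mgm1-5) were grown with compound in YPEG medium (3% ethanol, 3% glycerol) for 48 hours at 37C. Growth rescue was measured as viability by CellTiterGlo luminescence after 10 minutes at ambient.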
# TCR act = T cell receptor activation | 330,000 tested, under 10 active | primary human leukocytes, anti-CD3, IL-2 HTRF, 48 h | Potency, µM (series often up to 9.22 µM), for the others: at the top dose activation of IL-2 secretion, usual class: activators | AID 504894; also: % of control where 0% means no effect
#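 Readout: HTRF IL-2, Eu-cryptate/d2 antibody pair, 320nm excitation, 665nm emission. Stimulus: a-CD3 beads, no co-stimulation. Cells: primary human leukocytes. Exposure: 48 hr with compound.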
# Eya2 inh = blocks the phosphatase activity of human Eya2; recombinant Eya2, OMFP fluorescence dephosphorylation (OMFP is methylfluorescein phosphate); 330,000 tested, 0.006% active; Potency, µM (top dose mostly 76.9 µM), for the others: at the top dose activity, negative = inhibition, actives largely listed as inhibitors; O00167; also: potency is read from the fitted curve at half-maximal effect; % is scaled to controls: 0 for no effect and ±100 for the full control effect
#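 Eya2 protein (added as 0.2 uM solution) was preincubated with compound for 10 min at ambient temperature in 50 mM HEPES pH 7.5, 50 mM NaCl, 5 uM MgCl2, 0.05% BSA, 1 mM DTT. OMFP (added at 50 uM) then reacted 10 min; fluorescence read at 485/525 nm.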
# ASM inhibitor = inhibitors of human secretory acid sphingomyelinase; placental ASM, HMU-PC fluorogenic substrate, 60 min; AID 504937; 340,000 tested, 0.006% active; Potency, µM (highest dose often 57.5 µM), inactives show at the highest dose activity change, negative = inhibition, hits mostly inhibitors; P17405; also: potency is read from the fitted curve at half-maximal effect
#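 Steps: dispense placental human ASM, pin compound, wait 10 min at room temperature, add HMU-PC0 substrate at 9 uM final, incubate 60 min at 37 °C, add stop solution raising pH to 10, read fluorescence.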
# TSG101-PTAP inh = blocks PTAP/TSG101 interaction to inhibit HIV-1 budding | Potency, µM (titrated, usually from 115 µM), without a hit: at the highest dose activity change, negative = inhibition, actives largely listed as inhibitors | Q99816 | 340,000 tested, under 10 active | Fluorescence polarization, FITC-PTAP peptide / Tsg101 binding | AID 493005; active = well fitted inhibition curve with a large enough effect in the main read-out, with a control signal flat, not every such curve was filed as active; inconclusive = small, poorly fitted or top-dose-only effect, or effect the other way, or a change in a side signal; inactive = no such curve, though single readings can be large or run the other way; also: potency is read from the fitted curve at half-maximal effect; % of control where 0% means no effect
# Target sequence (Q99816 whole entry, looked up): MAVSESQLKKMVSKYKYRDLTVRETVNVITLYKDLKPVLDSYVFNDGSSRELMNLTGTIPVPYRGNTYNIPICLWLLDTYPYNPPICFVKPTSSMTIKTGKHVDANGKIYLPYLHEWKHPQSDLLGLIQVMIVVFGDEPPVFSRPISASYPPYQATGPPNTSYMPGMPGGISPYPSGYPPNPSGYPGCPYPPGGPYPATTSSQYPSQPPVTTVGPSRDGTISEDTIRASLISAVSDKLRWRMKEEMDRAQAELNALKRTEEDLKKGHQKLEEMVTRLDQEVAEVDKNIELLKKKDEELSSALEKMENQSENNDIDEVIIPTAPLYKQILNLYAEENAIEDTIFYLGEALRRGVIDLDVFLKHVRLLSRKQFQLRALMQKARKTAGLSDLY
#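 Tsg101 binding domain (10 uM final) was mixed with compound and a FITC-labeled PTAP peptide (50 nM final) in HEPES pH 7.5 buffer with NaCl, Tween 20, EDTA and TCEP; fluorescence polarization was read after 20 min at r.t.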
# ELG1 DNA repair = inhibitors of ELG1-dependent DNA repair in HEK293T cells; HEK293T ELG1-luciferase reporter, luminescence, 16 h; DNA damage induced by 5-fluorouridine; Potency, µM (series often up to 46.1 µM), inactives show at the highest dose activity change, negative = inhibition, most hits filed as inhibitors; 330,000 tested, 2.3% active; AID 504467; also: potency is read from the fitted curve at half-maximal effect; % is scaled to controls: 0 for no effect and ±100 for the full control effect; nearly all actives have a fitted effect of over 55% in size
#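 Step one: seed 2,000 cells per well. Step two: pin-transfer compound or DMSO alongside 5-fluorouridine. Step three: incubate 16 hr, 37 °C, 5% CO2. Step four: add ONE-Glo, wait 30 min, read luminescence.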
# AT treatment = candidate therapy for ataxia-telangiectasia; Potency, µM (top dose mostly 57.5 µM), without a hit: at the highest dose activation, actives largely listed as activators; […] A-T fibroblasts, KAP-1 phosphorylation AlphaLISA; neocarzinostatin DNA damage 30 min before lysis; AID 485349; 320,000 tested, 0.19% active; also: potency is read from the fitted curve at half-maximal effect; % of control where 0% means no effect; nearly all actives have a fitted effect of over 45% in size
#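 hTERT-immortalized A-T patient fibroblasts ([…]), 500 cells/well in OPTI-MEM, 1% FBS, got compounds for 60 min, then NCS for 30 min at 37C. Lysates were then assayed for phospho-KAP-1 by AlphaLISA (anti-pKAP1 donor, anti-KAP1 acceptor beads), 6 hr at 25C.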
# * marks the source's active call; other numbers are inactive results; ? = inconclusive; . = not tested or not shown; & = joins results of further samples; [ ] = remark or other dose. Unless noted, calls follow the shape of the dose curve; as a rule, active = well fitted curve in the direction sought with a large enough effect; inconclusive = small, poorly fitted or top-dose-only effect, or another doubt; inactive = no such curve, though single readings can be large; an effect the other way counts as inactive or inconclusive.
SMILES,TSHR antagonist,a7 integrin act,Tb PFK inh,BCR signal inh,Mito fusion act,TCR act,Eya2 inh,ASM inhibitor,TSG101-PTAP inh,ELG1 DNA repair,AT treatment
CCCCOC(=O)Nc1nc(CC(=O)OCC)cs1,-4,11%,-1%,?,-2%,-1%,-7%,5%,-5%,?,5%
CCC1(CC)NC(=O)N(CC(=O)Nc2ccc(C)cc2C)C1=O,2,0%,-2%,-1%,.,3%[46.1 µM],-9%,0%,1%,26%,-9%
C[C@@H](C(=O)Nc1ccc2c(c1)OCCO2)n1nnc2ccccc2c1=O,1,3%,0%,-3%,-3%,-2%,4%,-1%,0%,?,-3%
CSc1nc(-c2ccccc2)nc(N2CCCC2)c1C(C)=O,.,10%,.,.,-3%,-6%,.,-6%,0%,.,.
COc1ccc(N2C(=NC(=O)CC3CCCCC3)SC3CS(=O)(=O)CC32)cc1 (stereo not drawn),5,?,1%,1%,0%,5%,-5%,1%,-2%,9%,6%
COc1ccc(OCCN2C(=O)c3ccccc3C2=O)cc1,-5,5%,-1%,-2%,11%,-3%,-21%,-3%,-5%,?,3%
O=C(O)/C=C/C(=O)Nc1cccc2cccnc12,-24,-1%,9%,-1%,-3%,-2%,-23%,3%,-1%,24%,-9%
CC1Oc2ccccc2N(CC(=O)NCC2CCCO2)C1=O (stereo not drawn),12,10%,0%,-10%,-2%,1%,6%,5%,-9%,2%,7%
COc1ccc(OCc2nnc(SC3CCOC3=O)n2-c2ccccc2)cc1 (stereo not drawn),-7,6%,1%,11%,-2%,.,?,1%,-5%,16%,3%
O=C(O)CCN1Cc2ccccc2C1=O,-6,10%,-25%,0%,6%,.,13%,6%,-4%,-11%,5%
CC1CCCCC1NC(=O)Cn1cnc2ccccc2c1=O (stereo not drawn),4,0%,2%,?,-2%,-3%,14%,4%,-3%,16%,-1%
O=C(CN(CCc1ccccc1)C(=O)CN1C(=O)COc2ccccc21)NCc1ccco1,19,-14%,-1%,3%,-4%,.,-8%,-2%,-6%,-2%,2%
CC(OC(=O)/C(C#N)=C/c1ccc(N(C)C)cc1)C(=O)N(C)c1ccccc1 (stereo not drawn),-12,-23%,6%,0%,6%,-1%,?,-8%,?,-6%,-4%
COc1ccc(NC(=O)CN2C(=O)S/C(=C/c3cccn3-c3ccc(C(=O)O)cc3)C2=O)cc1,25,.,9.5µM*,-4%,0%,.,1%,.,.,6%,-8%
CCC(c1nnc(SCC(=O)Nc2ccc(NC(C)=O)cc2)n1Cc1ccccc1)N(C)C (stereo not drawn),8,0%,0%,1%,0%,-3%,-12%,2%,-2%,5%,2%
COc1ccc(-n2c(Cc3cccn3C)nnc2SCC(=O)Nc2ccccc2OC)cc1,3,4%,0%,-8%,-1%,-2%[46.1 µM],2%,-3%,-4%,-4%,13%
COC(=O)C1CCN(Cc2ccc(C)cc2)CC1,1,18%,0%,10%,-5%,8%,-4%,0%,-2%,1%,0%
Cc1ccc2c(COC(=O)C3=COCCO3)cc(=O)oc2c1,4,22%,-5%,?,3%,4%,8%[15.4 µM],4%,-4%,?,0%
CCc1cc(C(=O)OC)c(NC(=O)CC2SC(=NC)N(C)C2=O)s1 (stereo not drawn),16,16%,-6%,0%,5%,1%,13%,-2%,1%,-7%,8%
[O-]/C(=C(\C(=S)NCc1ccccc1)[n+]1ccccc1)c1ccc(Cl)s1,-1,35%,-4%,15%,7%,1%,9%,-3%,-1%,-2%,1%
CN(C)S(=O)(=O)c1cc(C(=O)NCc2ccccc2)c(Cl)cc1Cl,-3,?,2%,-1%,-5%,2%,-10%,0%,5%,?,1%
O=C(NCCC1CCCCN1S(=O)(=O)c1cccs1)C(=O)Nc1ccc(F)cc1 (stereo not drawn),-7,-24%,0%,?,4%,2%,-27%,-1%,-1%,-17%,9%
CC(C)Oc1ccc(S(=O)(=O)N2CCOCC2)cc1NC(=O)Cc1ccsc1,13,-17%,2%,-7%,.,-1%[46.1 µM],-12%,0%,-4%,?,19%
COc1cccc2[nH]c(C(=O)NCC3CCCO3)cc12 (stereo not drawn),-4,?,-4%,?,-3%,-1%,-7%,4%,2%,?,8%
COCc1c(C#N)c(NCCc2ccccc2)nc(C)c1[N+](=O)[O-],-11,16%,5%,1%,1%,8%[46.1 µM],7%,1%,1%,?,5%
COC(=O)c1cc(NC(=O)COC(=O)C2CCC2)cc(C(=O)OC)c1,1,-7%,23%,?,-7%,4%,18%,-2%,-2%,13%,3%
CCOC(=O)CSc1nc2ccccc2c(=O)n1CC1CCC(C(=O)NCc2ccco2)CC1 (stereo not drawn),5,-29%[7.66 µM],-2%,-7%,-1%,-1%,10%,-4%,-5%,-16%,3%
CC(C)(C)NC(=O)CSc1nc2cc(S(=O)(=O)N3CCCCC3)ccc2o1,.,-31%,-1%,0%,.,-3%,-14%,-1%,0%,-17%,5%
Oc1ccc(NC(=S)N=Nc2c(O)[nH]c3ccc(Br)cc23)cc1,-5,-8%,1%,?,3%,7%,10%,?,-5%,16µM*,-9%
COCC(=O)Nc1cc(OC)ccc1OC,-4,35%,1%,6%,-1%,-3%,6%,7%,-2%,9%,6%
CCO/C=C1/C(=O)N(C(C)=O)c2ccccc21,8,-2%,3%,0%,-5%,-2%[46.1 µM],-6%,7%,-6%,13%,-4%
CCCCNC(=O)CCNC(=O)c1ccc(C(C)(C)C)cc1,6,-5%,5%,3%,-3%,3%,17%,1%,0%,8%,3%
Cn1cc[nH]c1=S,18,.,0%,0%,1%,-6%,1%,0%,0%,8%,2%
CC(C)(C)c1ccc(C(=O)NC(=S)N2CCCC2)cc1,-18,20%,-1%,?,-7%,5%,-6%,-1%,-8%,?,9%
COc1ccc(CC(=O)OCN2C(=O)c3ccccc3C2=O)cc1,-17,0%,3%,2%,1%,2%,-10%,0%,-1%,2%,4%
Clc1cccc(OCCN2CCNCC2)c1,-1,-22%,-14%,-1%,-1%,-4%[46.1 µM],0%,0%,-2%,-12%,0%
COc1ccc(NS(=O)(=O)c2ccc(N)cc2)nn1,2&4,.,-3%&-4%,?,-6%&-4%,.,-23%&3%,.,.,-2%,1%

# Source: PubChem BioAssay (National Center for Advancing Translational Sciences (NCATS))
